hcGAS lum: inhibitors of human cGAS; recombinant h-cGAS, ATP depletion, Kinase-Glo luminescence; Q8N884; 0.081% of 290,000 active; inhibition, % at 12.5 µM;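 note: 0% = vehicle reaction and 100% = reaction without DNA for no activity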
Target sequence (Q8N884 whole entry, looked up): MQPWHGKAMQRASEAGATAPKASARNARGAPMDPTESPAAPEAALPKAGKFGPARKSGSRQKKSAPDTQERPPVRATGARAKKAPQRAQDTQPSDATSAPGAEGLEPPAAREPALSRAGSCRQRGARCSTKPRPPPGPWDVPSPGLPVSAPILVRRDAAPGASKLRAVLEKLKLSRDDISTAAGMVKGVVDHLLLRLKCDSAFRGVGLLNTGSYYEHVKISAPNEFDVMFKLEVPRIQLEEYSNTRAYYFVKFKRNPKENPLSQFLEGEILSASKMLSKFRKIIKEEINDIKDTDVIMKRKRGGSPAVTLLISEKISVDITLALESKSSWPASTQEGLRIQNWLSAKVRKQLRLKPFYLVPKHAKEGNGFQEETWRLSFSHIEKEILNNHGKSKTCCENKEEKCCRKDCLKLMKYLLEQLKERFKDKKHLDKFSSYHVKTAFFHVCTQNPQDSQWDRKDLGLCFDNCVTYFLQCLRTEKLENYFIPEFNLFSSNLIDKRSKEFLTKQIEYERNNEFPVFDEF
NPYLR7 agonist: mosquito NPYLR7 agonism; 0.15% of 270,000 active; activation, % at 10 µM; HEK293T NPYLR7/Galpha15, GCaMP6s calcium fluorescence; AID 1259423; in the data active = activation above about 40%;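 note: 0% = vehicle and 100% = reference agonist at the receptor; some compounds past the cut are filed as inactive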
mcGAS inh: blocks mouse cGAS activity; Q8C6L5; recombinant cGAS, Kinase-Glo ATP depletion luminescence; inhibition, % at 12.5 µM; 0.15% of 160,000 active;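 note: 0% = negative control wells and 100% = reference inhibitor with no enzyme activity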
* hit, by the source's call; x = no result given. Cut-off read from the data, not from the text of the source, unless noted: active = inhibition above about 40%; inactive = the rest.

SMILES | hcGAS lum | NPYLR7 agonist | mcGAS inh
N#CC(=Cc1ccc(F)cc1)c1nnc2n1CCCCC2 | -4 | 3 | x
COc1ccccc1Oc1nc([N+](=O)[O-])nn1C | -8 | -3 | x
N#Cc1cccc(CN(Cc2cccn2Cc2ccc(F)cc2)CC2CCCCC2)c1 | 4 | 2 | 1
CCOc1ccc2c(c1)C(C)CC(C)(C)N2C(=O)C1CCN(C(=O)C2CC2)CC1 (configuration not stated) | -8 | 6 | x
Cc1ccccc1N1C(=O)c2ccc(C(=O)OCC(=O)c3cccc([N+](=O)[O-])c3)cc2C1=O | -5 | -1 | -5
CN(CC1(CO)CC1)C(=O)[C@@H]1CCCCN1 | -5 | 2 | -12
COc1ccc(C(=O)Oc2ccc3c(-c4ccc(OC)cc4)cc(=O)oc3c2)cc1 | -1 | 1 | -3
C#CCOCC(O)CN(Cc1cccc(OC)c1OC)C1CC1 (configuration not stated) | 1 | -1 | -1
CCCCn1cnc2c1c(=O)n(CC(=O)NC(=O)NCC)c(=O)n2CC(C)C | -3 | -10 | x
N#CCNC(=O)CN(CCO)c1ccc(Br)cc1 | 0 | -3 | x
CC1(C)CC(C=Cc2ccccn2)=Cc2c1sc(NC(=O)CCl)c2C#N | -1 | 1 | x
CC(C)c1cc(C(C)C)c(S(=O)(=O)N2CCC(c3c[nH]c4ccc(F)cc34)CC2)c(C(C)C)c1 | -4 | 36 | -8
COCCN(Cc1nc2cc(Cl)ccc2o1)C(=O)C(C)Oc1ccccc1 (configuration not stated) | 0 | 5 | 1
COCCn1ccc2c(cnc3nc(C)nn32)c1=O | -7 | 3 | x
C(=NNc1ccc2ccccc2n1)c1ccccn1 | 2 | 9 | -8
O=c1[nH]cc(N=Cc2ccccc2)c(=O)[nH]1 | -6 | -2 | -8
CCCCc1ccc(N2C(=NC(=O)CC)SC3CS(=O)(=O)CC32)cc1 (configuration not stated) | -6 | -10 | -6
CC1C(=O)N(c2ccccc2-c2ccccc2)CCN1C(=O)c1ccc([N+](=O)[O-])cc1 (configuration not stated) | -4 | -5 | -5
COc1cccc(CN(C)C(=O)c2cn(Cc3ccc(Cl)cc3)nn2)c1 | -7 | 12 | x
COc1ccc(CCC(=O)NNC(=O)c2cccn(Cc3ccc(F)cc3)c2=O)cc1 | -7 | -15 | -7
COC(=O)C(F)(F)C(F)(F)C(F)(F)OC(F)(C(=O)OC)C(F)(F)F (configuration not stated) | -5 | 1 | x
CCCc1nc(C)cc(N2CC(c3cccnc3)C2)n1 | -6 | 12 | -16
COCCn1c(C(C)NC(=O)c2ccc(-c3ccccc3)cc2)nc2ccccc2c1=O (configuration not stated) | -4 | 26 | -6
CCc1ccc(-c2nn3c(=S)nc4ccccc4c3[nH]c2=O)cc1 | -7 | -1 | -12

Molecules above that have a carbonyl joined to an NH by a bond outside any ring:
SMILES | hcGAS lum | NPYLR7 agonist | mcGAS inh
CCCCn1cnc2c1c(=O)n(CC(=O)NC(=O)NCC)c(=O)n2CC(C)C | -3 | -10 | x
N#CCNC(=O)CN(CCO)c1ccc(Br)cc1 | 0 | -3 | x
CC1(C)CC(C=Cc2ccccn2)=Cc2c1sc(NC(=O)CCl)c2C#N | -1 | 1 | x
COc1ccc(CCC(=O)NNC(=O)c2cccn(Cc3ccc(F)cc3)c2=O)cc1 | -7 | -15 | -7
COCCn1c(C(C)NC(=O)c2ccc(-c3ccccc3)cc2)nc2ccccc2c1=O (configuration not stated) | -4 | 26 | -6

Profiles as entered above.
Record of CC1C(=O)N(c2ccccc2-c2ccccc2)CCN1C(=O)c1ccc([N+](=O)[O-])cc1 (configuration not stated) : hcGAS lum: -4; NPYLR7 agonist: -5; mcGAS inh: -5
Record of CCCCc1ccc(N2C(=NC(=O)CC)SC3CS(=O)(=O)CC32)cc1 (configuration not stated) : hcGAS lum: -6; NPYLR7 agonist: -10; mcGAS inh: -6
Record of CCc1ccc(-c2nn3c(=S)nc4ccccc4c3[nH]c2=O)cc1 : hcGAS lum: -7; NPYLR7 agonist: -1; mcGAS inh: -12

Further results:
SMILES | hcGAS lum | NPYLR7 agonist | mcGAS inh
Cc1nc(C2CCCN2c2c(C#N)c(=O)n(C)c(=O)n2C)no1 (configuration not stated) | -10 | 10 | x
O=C(O)C1COC2(CCCCC2)N1C(=O)Cc1ccccc1 (configuration not stated) | -3 | 11 | -5
CC(C)(C)CC(=O)N1CCN(S(=O)(=O)c2cc3c(cc2Cl)NC(=O)CO3)CC1 | -5 | 1 | -7
CCCNC(=O)Cn1nc2c(c1NC(=O)c1ccc(Br)o1)CSC2 | -5 | -7 | 4
CCc1ccc(S(=O)(=O)N=C2C=CC(=O)c3ccccc32)cc1 | -10 | 1 | 23
CC(C)N(C(=O)COC(=O)c1cccc(CC#N)c1)C1CCCCC1 | -9 | 9 | x
O=C(NC1CC1)C1CNCCN1C(=O)C(c1ccccc1)c1ccccc1 (configuration not stated) | -3 | 17 | x
O=C(NC(C(=O)Nc1ccccc1)C1CCN(C(=O)C2CCCC2)CC1)c1ccc(F)cc1 (configuration not stated) | 2 | 0 | 1
CN(Cc1csc(CC(=O)Nc2ccccc2)n1)Cc1ccco1 | -15 | 1 | x
CCCCN(CC(=O)N(CCc1ccc(OC)c(OC)c1)Cc1cccs1)C(=O)CCc1ccccc1 | 0 | -10 | 1
CN(C)C(=O)c1ccc(-c2ccc(Oc3ccccc3)cc2)s1 | 0 | -11 | 1
CC1(Cc2ccc(Cl)cc2)C(=O)Nc2c(Cl)cccc21 (configuration not stated) | 0 | -1 | -4

Sorted by count of non-hydrogen atoms (lowest first): some entries from above.
SMILES | hcGAS lum | NPYLR7 agonist | mcGAS inh
CN(Cc1csc(CC(=O)Nc2ccccc2)n1)Cc1ccco1 | -15 | 1 | x
CC(C)N(C(=O)COC(=O)c1cccc(CC#N)c1)C1CCCCC1 | -9 | 9 | x
CC(C)(C)CC(=O)N1CCN(S(=O)(=O)c2cc3c(cc2Cl)NC(=O)CO3)CC1 | -5 | 1 | -7

Continuation:
SMILES | hcGAS lum | NPYLR7 agonist | mcGAS inh
Cc1csc2nc(O)c(C(=O)NCC3CCCO3)c(=O)n12 (configuration not stated) | -1 | -1 | 0
CCOCCCN(Cc1nc(C(=O)OC)cs1)C(=O)c1ccc2ccccc2c1 | -3 | 13 | -5
CC(=O)OC(C(=O)N(Cc1nc2cc(C)ccc2o1)Cc1cc(F)ccc1F)c1ccccc1 (configuration not stated) | -7 | 4 | -8
Cc1ccc(C2C(C(=O)c3cccs3)=C(O)C(=O)N2CCCN(C)C)cc1 (configuration not stated) | -2 | 5 | -6
Cc1nn(C)c(Cl)c1-c1c(-c2ccccc2)ncn1CCc1cnc[nH]1 | -4 | -1 | x
COc1cccc(C=NNc2ncnc3sc(C)c(C)c23)c1O | 3 | -7 | x
C=CCN1C(=O)/C(=C2/Sc3ccc(OC)cc3N2CC)SC1=Nc1ccccc1 | 5 | -7 | -5
CC(NC(=O)c1cccc2ccnn12)c1ccccc1-n1cccn1 (configuration not stated) | -4 | 8 | x
O=C(NC1CCCCC1)c1cccnc1OCC(F)(F)F | -15 | -1 | x
Cc1noc(C)c1CCC(=O)Nc1sc2c(c1C(N)=O)CCCC2 | -8 | -4 | x
Cc1ccc(-n2c(O)c(C=C3C=Nc4ccccc43)c(=O)[nH]c2=S)cc1 | -6 | 6 | -6
O=C(Nc1cnccn1)C1CCN(C(=O)Nc2ccc3c(c2)OCCCO3)CC1 | -4 | 0 | -8
O=[N+]([O-])C(C(=NCc1ccccc1)NCc1ccccc1)C(Cl)=C(Cl)Cl (configuration not stated) | 1 | -12 | x
CCC(=O)Nc1ccc(OCC(=O)N2CCCC2Cn2cccn2)cc1 (configuration not stated) | -3 | 0 | 0
CCCCCC1CCC(c2ccc(C(=O)Nc3nnc(SCC)s3)cc2)CC1 (configuration not stated) | -3 | 1 | -5
CCOc1ccc(N=C2SC(C(=O)Nc3ccc(C)c(Cl)c3)CC(=O)N2C)cc1 (configuration not stated) | 1 | 6 | x
Cc1cccc(NC(=O)CSc2nc(=O)n3ccccc3n2)c1 | -4 | 3 | -6
COC(=O)c1c(C)c(C(=O)CN(CC2CCCO2)S(=O)(=O)c2ccc(Cl)c([N+](=O)[O-])c2)c(C)n1C (configuration not stated) | -9 | 11 | -7
CN(C)C(=O)c1ccc(CNC(=O)C23CC4CC(CC(C4)C2)C3)cc1 | -14 | 8 | x
Fc1ccc(-c2nc3n(c2-c2ccncc2)CCS3)cc1 | -2 | 22 | x
COc1ccc(-c2cc(C(=O)N3CCN(c4ccccc4F)CC3)n(-c3cccc([N+](=O)[O-])c3)n2)cc1 | 1 | 15 | -4
CC1CCC2(CC1)OCC(C(=O)NCc1ccco1)N2C(=O)c1ccccc1Cl (configuration not stated) | -8 | -2 | -9
COCCNC(=O)c1coc(CN(Cc2ccccc2)Cc2ccccc2C)n1 | 4 | 8 | -2
CNC(=O)c1ccccc1NC(=O)c1ccc(C)cc1C | -7 | 0 | x
O=c1ccc(-c2cccs2)nn1CCCNS(=O)(=O)c1ccc2c(c1)OCCO2 | 6 | 0 | x
Oc1oc(-c2cccc3ccccc23)nc1C=Nc1ccc(I)cc1 | -5 | -1 | x
O=C(O)c1ccc(Cl)c(S(=O)(=O)N2CC=C(c3ccccc3)CC2)c1 | 4 | 1 | -5
CNC(=O)[C@@H]1C[C@@H](N)CN1Cc1cc2c(cc1OC)OCCCO2 | -2 | 0 | -11
COc1ccc(OC)c(S(=O)(=O)N(C)CCCN2c3ccccc3CCc3ccccc32)c1 | -2 | -10 | x
CC(=O)NCc1ccc(C(=O)Oc2c(C)nn(C)c2C)cc1 | 1 | 4 | x
O=C1CN(C(=O)C2CCCC2)CC(O)CN1Cc1cccc(F)c1 (configuration not stated) | 11 | -10 | 1
CC(=O)NCCc1csc2nc(-c3ccccc3C)nn12 | -4 | -3 | -7
O=c1[nH]c(C=Cc2ccsc2)nc2sc3c(c12)CCCCC3 | -7 | 3 | x
O=C(CN(CCN1CCOCC1)C(=O)Nc1ccccc1F)N(Cc1ccc(F)cc1)Cc1cccs1 | -9 | 16 | -5
N#Cc1ccc(-c2nccc3[nH]nc(-c4ccccc4)c23)cc1 | -3 | -1 | -5
O=C1c2cccc3c([N+](=O)[O-])ccc(c23)C(=O)N1c1ccc([N+](=O)[O-])cc1 | -7 | 0 | -7
Cc1ccc2cc(CCNC(=O)c3ccccc3)c(=O)[nH]c2c1 | -2 | 1 | -5
Cn1cc(Cl)c(C(=O)Nc2nc3ccc([N+](=O)[O-])cc3s2)n1 | 4 | 1 | 2
Cn1ncc(Cl)c1C(=O)Nc1ccc(CN2CCCCC2)cc1 | 5 | 0 | x
COc1ccc(N(CN2C(=O)c3cccc([N+](=O)[O-])c3C2=O)C(C)=O)cc1 | -7 | -2 | -5
Cc1cc(-c2nnc(CCC(=O)N3CCN(C)C(c4ccccc4)C3)o2)no1 (configuration not stated) | -3 | 0 | -4
CCOC(=O)c1ccc2c(c1)nc(SCc1ccc(Cl)cc1F)n2Cc1cccc(F)c1 | -6 | 2 | -7
Cc1nn(C)c(C)c1C(=O)NC(C)c1ccccc1Cl (configuration not stated) | 0 | 3 | x
CN(Cc1c(F)cccc1Cl)C(=O)c1cn2ccccc2n1 | -5 | 5 | x
CCOC(=O)c1ccc(NC(=O)c2cc3cc(Cl)ccc3oc2=N)cc1 | 0 | -3 | -8
COCCOCC(=O)N1CCN(C(c2ccccc2)c2ccc(Br)cc2)CC1 (configuration not stated) | -7 | 12 | -5
CC(=O)c1cccc(NC(=O)N2CCN(C(c3ccc(F)cc3)c3ccc(F)cc3)CC2)c1 | 0 | -2 | -3
CCn1nc(C)c(NC(=O)Nc2cccc(-c3ncc(C)o3)c2)c1C | 1 | 8 | x
COC(=O)c1ccc(C(=O)OC)c(NC(=O)CSc2ncnc3sc4c(c23)CCC4)c1 | -4 | 0 | -4
O=C(O)C1CCN(C(=O)c2cc(F)ccc2Br)CC1 | -6 | 3 | x
Cn1c(=O)[nH]c(=O)c2c1nc(SCC(=O)OCc1ccccc1)n2Cc1ccccc1 | -3 | 7 | x
O=C(COc1ccccc1)Nc1ccc(Nc2cc(-n3cccn3)ncn2)cc1 | -5 | -6 | -8
CCc1nc(SCC(=O)Nc2ccc(S(=O)(=O)N3CC(C)CC(C)C3)cc2)n[nH]1 (configuration not stated) | -2 | 4 | -4
Cc1cc(NC(=O)c2ccco2)n(-c2nc3c(c(=O)[nH]2)CCC3)n1 | -6 | 8 | -6
CCN(CC)S(=O)(=O)c1ccc(NCc2nc(C)c(C)o2)cc1 | -6 | 4 | x
O=C(COc1cccc(C(F)(F)F)c1)NCCCn1nc(-c2ccncc2)ccc1=O | -7 | 12 | x
